PL biosyn Enam – animal cell phospholipid biosynthesis inhibition, Enamine screen; calls only at 10 µM; 20,000 compounds, 0.4% hits; ZR-82 CHO cells, pyrene fatty acid UV survival, CellTiter Blue; peroxisome-deficient CHO-K1 mutant line; plus DGAT-1, DGAT-2 and ACAT inhibitors;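 active = cell survival signal 2 SD away from solvent-only control wells, confirmed on one or two retests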;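 also: 3 h compound exposure then viability read about one day after UV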
Calls only; i = inactive. An excerpt; rates above refer to the full screens.

#	compound	PL biosyn Enam
1	FC(F)Oc1ccc(C2N=C(c3ccccc3)NO2)cc1 (stereo not drawn)	i
2	Nc1c(C(=O)CSc2nnnn2C2CC2)c(=O)[nH]c(=O)n1C1CC1	i
3	CCCCn1nnnc1CN1C(=O)NC2(CCCCC2C)C1=O (stereo not drawn)	i
4	FC(F)(F)c1cnc(NNC(=S)NCC2CCCO2)c(Cl)c1 (stereo not drawn)	i
5	CS(=O)(=O)c1ccc(Sc2nnc(-c3cccs3)n2CC2CCCO2)c([N+](=O)[O-])c1 (stereo not drawn)	i
6	Cc1nn2c(nc(NC3CCCC3)c3ccccc32)c1Cl	i
7	Fc1cccc(Nc2n[nH]c(=S)s2)c1	i
8	CC1(C)Oc2ccccc2OC1(O)c1ccc2ccccc2n1 (stereo not drawn)	i
9	O=C(Cc1cccs1)Nc1nnc(C2CC2)s1	i
10	CSc1nnc2c(n1)OC(c1ccc(F)cc1)Nc1ccccc1-2 (stereo not drawn)	i
11	Cc1csc(=O)n1CC(=O)NCC12CC3CC(CC(C3)C1)C2	i
12	O=S(=O)(c1ccccc1)c1[nH]c(-c2ccccc2)nc1S	i

#	compound	PL biosyn Enam
13	CCCCn1c(N)c(N(CC)C(=O)CCSC)c(=O)[nH]c1=O	i
14	Brc1ccc(/C=C(\c2ccccc2)c2ccncc2)cc1	i
15	C/C=C/C=C/C(=O)OCCCn1c(=O)c2c(ncn2C)n(C)c1=O	i
16	Cc1cc(N)on1	i
17	C=CCNC(=O)COc1ncnc2sc3c(c12)CCC3	i
18	COCCN(CCOC)P1(=O)C=C(c2ccccc2)OC(c2ccccc2)=C1	i
19	O=S(=O)(c1ccc(N2CCCN(S(=O)(=O)c3ccc(F)cc3)CC2)nc1)N1CCOCC1	i
20	CC(NCC(C)(C)CN(C)C)C(=O)NC12CC3CC(CC(C3)C1)C2 (stereo not drawn)	i
21	CCOC(=O)C1=C(COC(=O)CSc2nc(C)cc(C)n2)NC(=O)NC1C (stereo not drawn)	i
22	CCN(CC)[P+](C)(c1c(C)nc2ccccn12)N(CC)CC	i
23	C=CCNC(=S)Nc1ccc(SC(F)F)cc1	i
24	FC(F)Oc1ccc(-c2nnc(SCCCSc3nnc(-c4ccc(OC(F)F)cc4)o3)o2)cc1	i

A second format for part of the listing above.
18. COCCN(CCOC)P1(=O)C=C(c2ccccc2)OC(c2ccccc2)=C1
  PL biosyn Enam = i
22. CCN(CC)[P+](C)(c1c(C)nc2ccccn12)N(CC)CC
  PL biosyn Enam = i
16. Cc1cc(N)on1
  PL biosyn Enam = i

Additional compounds
#	compound	PL biosyn Enam
25	Clc1ccc(/C=C/c2nc3cc(-c4ccccc4)ccc3o2)cc1	i
26	CC1(C)CC(=N)C=C(N2CCOCC2)C1	i
27	O=S(=O)(c1ccc(NN=C2CCCC2)nc1)N1CCCCC1	i
28	Cc1cc(=O)[nH]c(N/N=C/c2cc(C)c(/C=N/Nc3nc(C)cc(=O)[nH]3)cc2C)n1	i
29	CCc1nc2sc3c(c2c(=S)[nH]1)CCCC3	i
30	O=C1OC(c2ccc(Br)cc2)=N/C1=C\c1ccco1	i
31	C=CCn1c(N)c(C(=O)N2CCCC2)sc1=S	i
32	NC1=NC(c2c(F)cccc2Cl)n2c(nc3ccccc32)N1 (stereo not drawn)	i
33	O=C(O)c1cc2cc(Cl)ccc2oc1=O	i
34	O=[N+]([O-])c1cccc(/C=N/Nc2nc3ccccc3s2)c1	i
35	O=S(=O)(c1cc(Cl)cc(Cl)c1O)N1CCOCC1	i
36	CCOC(=O)c1c(N)sc2c1CC(C)(C)NC2(C)C	i

#	compound	PL biosyn Enam
37	Nc1nc(-c2ccccc2)cn1/N=C/c1ccccc1	i
38	CC(=O)N1CCN(c2nc(C)nc3sc(C)c(C)c23)CC1	i
39	Cn1cccc1/C=N/N1CCN(c2ccccc2)CC1	i
40	CC1(C)CC(=O)C/C(=N\NC(=S)NC2CCCCC2)C1	i
41	Clc1ccccc1-c1nc2c3c(-c4ccccc4)c(-c4ccccc4)oc3ncn2n1	i
42	O=S(=O)(Nc1ccc(Cl)c(Cl)c1)c1cccs1	i
43	CCOC(=O)N1CCC(=NNC(=O)NC2CCCCC2)CC1	i
44	NC(N)=NC(N)=Nc1ccc(F)cc1	i
45	C=CCn1c(=O)n(CC=C)c(=O)n(Cc2cc(Cl)c3c(c2)OCCO3)c1=O	i
46	c1ccc(SCCNCc2cc3ccccc3o2)cc1	i
47	O=C(O)CCCN1C(=O)c2cccc3cccc(c23)C1=O	i
48	C=CCNc1nc2ccccc2nc1NS(=O)(=O)c1ccc(Br)cc1	i

#	compound	PL biosyn Enam
49	O=S1(=O)CC/C(=N/Nc2ccc(C(F)(F)F)cn2)c2cc(F)ccc21	i
50	O=S(=O)(Nc1cc(S(=O)(=O)N2CCOCC2)ccc1NCC1CCCO1)c1ccc2c(c1)OCCO2 (stereo not drawn)	i
51	CCn1c(SCC(=O)c2cc(C)n(-c3cc(C)on3)c2C)nnc1-c1cccs1	i
52	O=S(=O)(NC1Cc2ccccc2C1Sc1nc2ccccc2s1)c1ccccc1 (stereo not drawn)	i
53	Cc1cc(CSc2nnc(-c3ccco3)o2)no1	i
54	Clc1ccc(-c2cn3nc(-c4nn5cc(-c6ccc(Cl)cc6)c6c5n4CCCC6)n4c3c2CCCC4)cc1	i
55	CCc1cc2c(ncn3nnnc23)s1	i
56	CCC(=O)N(c1nnc(SCC(=O)NN2C(=O)NC3(CCCCC3)C2=O)s1)C1CC1	i
57	COc1ccc(C2SCCN2S(C)(=O)=O)cc1OC (stereo not drawn)	i
58	Cc1cc(NC(=O)COC(=O)C2=NNC(=O)CC2)no1	i
59	O=C(CN1C(=O)NC2(CCCCC2)C1=O)NC(=O)NC1CCS(=O)(=O)C1 (stereo not drawn)	i
60	COC(=O)c1nccnc1N	i

#	compound	PL biosyn Enam
61	CN(S(=O)(=O)c1ccc2ccccc2c1)S(=O)(=O)c1cccc(Cl)c1Cl	i
62	CS(=O)(=O)N1CCSC1c1cccc(Cl)c1 (stereo not drawn)	i
63	CN1N=C(c2ccc(F)c(F)c2)CSC1=NCc1ccccc1	i
64	COc1ccc2nc(N)sc2c1	i
65	Nc1ncnc2c1cnn2-c1ccccc1	i
66	CS(=O)(=O)NCCc1ccc(C(=O)O)s1	i
67	Cc1cc(-n2c(C)cc(C(=O)COC(=O)c3ccc(Br)o3)c2C)no1	i
68	NC(N)=NS(=O)(=O)c1ccccc1	i
69	COc1ccc(/C=N/n2c(-c3ccc(Cl)cc3)csc2=N)cc1	i
70	O=[N+]([O-])c1cc(Cl)cc(C=NCc2ccc3c(c2)OCO3)c1O	i
71	CCC(C)N(C(=O)CSc1nncn1C)C1CCS(=O)(=O)C1 (stereo not drawn)	i
72	Cc1nc(SCC(=O)c2cc(C)n(CC3CCCO3)c2C)c2c(C)c(C)sc2n1 (stereo not drawn)	i

#	compound	PL biosyn Enam
73	OCCNC(=S)NC12CC3CC(CC(C3)C1)C2	i
74	O=C1C(Cl)=C(N=CC(O)C(O)C(O)C(O)CO)C(=O)c2ccccc21 (stereo not drawn)	i
75	CN(C)S(=O)(=O)c1ccc2nnn(OCc3ccccc3)c2c1	i
76	CC1(c2cc(F)ccc2F)NC(=O)N(Cc2cc3c(cc2Br)OCO3)C1=O (stereo not drawn)	i
77	Cn1/c(=N/N=C/c2cn(-c3ccccc3)nc2-c2cc3ccccc3oc2=O)sc2ccccc21	i
78	CC1Cc2ccccc2N1c1nc(S(=O)(=O)c2ccc(Cl)cc2)c(Cl)s1 (stereo not drawn)	i
79	O=[N+]([O-])c1ccc(-c2nc3ccc([N+](=O)[O-])cc3o2)cc1	i
80	O=c1oc2ccccc2n1CCOc1cccc2ccccc12	i
81	CCN1C(=O)S/C(=C\c2ccc(N3CCOCC3)o2)C1=O	i
82	Fc1c(F)c(F)c(N/N=C/c2ccc3c(c2)OCO3)c(F)c1F	i
83	COc1ccc(-n2cc(-c3ccc(OC(F)F)cc3)[n+]3c2CCCCC3)cc1	i
84	O=[N+]([O-])c1ccc(S(=O)(=O)CS(=O)(=O)C(F)(F)F)cc1	i

#	compound	PL biosyn Enam
85	CNC(N)=O	i
86	CC1CCCN(C(=O)CN2C(=O)NC3(CCCCCCC3)C2=O)C1 (stereo not drawn)	i
87	Cc1cc(-n2c(C)cc(C(=O)CSc3nnc(C4CC4)n3C)c2C)no1	i
88	CCN1C(=Cc2cc(C)[n+](Cc3ccncc3)c(C)c2)Sc2ccccc21	i
89	O=C(CCN1CCOCC1)NN=C1C2CC3CC(C2)CC1C3	i
90	C/C(=N\N=C(N)N)c1ccc(Cl)cc1Cl	i
91	NC(=S)Nc1cccc(Br)c1	i
92	Cc1sc2ncnc(N3CCC(C)CC3)c2c1C	i
93	Cc1cc(C[n+]2ncsc2N)c2ncccc2c1	i
94	C=CCn1c(SCc2cc(=O)n3ccsc3n2)nc2scc(C3CC3)c2c1=O	i
95	NC(=O)c1c(NC(=O)CSCC(=O)O)sc2c1CCCC2	i
96	c1ccc(Cn2c(-c3ccccc3)cn3c4ccccc4nc23)cc1	i

#	compound	PL biosyn Enam
97	O=C(CN1CCN(S(=O)(=O)c2ccc(Cl)s2)CC1)N1CCCCC1	i
98	O=C1/C(=C\c2c(N3CCOCC3)nc3ccccn3c2=O)SC(=S)N1C1CCCCC1	i
99	Brc1ccc(SCc2nc(NC3CCCC3)c3c4c(sc3n2)CCCC4)cc1	i
100	CCOC(=O)c1[nH]c(COC(=O)CC23CC4CC(CC(Br)(C4)C2)C3)c(C(=O)OCC)c1C	i
101	Cc1ccc2nc(CSc3nnnn3C)cn2c1	i
102	O=c1nc2n(c3ccc(I)cc13)CC(O)=C2c1nc(-c2ccc(Cl)cc2)cs1	i
103	CS(=O)c1ccc2c(c1)NC(=O)CS2 (stereo not drawn)	i
104	O=C(Cn1cnnn1)Nc1nc(-c2ccco2)c(-c2ccco2)s1	i
105	CC1Cc2ccccc2N1P1(=S)C2=C(N3CCCCC3)CC(C)(C)CC2=NN1c1ccccc1 (stereo not drawn)	i
106	Clc1cc(Cl)cc(-c2nc(-c3ccccc3)c3ccccn23)c1	i
107	CCc1cc(=O)oc2cc3occ(C)c3cc12	i
108	CN(C)S(=O)(=O)c1ccc(=O)n(CC(=O)N2N=C(c3cccs3)CC2c2cccs2)c1 (stereo not drawn)	i

#	compound	PL biosyn Enam
109	CCc1nc2sc3c(c2c(=O)n1CCO)CCC3	i
110	C=CCSc1nnc(NC(=O)CCN2C(=O)C3CC=CCC3C2=O)s1 (stereo not drawn)	i
111	NC(=O)CSc1ncnc2sc3c(c12)CCC3	i
112	COCCNC(=O)CSc1nnc(C2CC2)o1	i
113	O=S1(=O)CCN2C(Cc3ccc(SC(F)F)cc3)=CSC2=N1	i
114	O=c1[nH]c(CSc2nnc(-c3cccs3)n2C2CC2)nc2ccsc12	i
115	CNC(=O)NC(=O)C(C)Sc1ncnc2sc3c(c12)CCC3 (stereo not drawn)	i
116	FC(F)(F)c1ccccc1C1Oc2ccccc2C2CC(c3ccc4c(c3)OCCO4)=NN21 (stereo not drawn)	i
117	C=CCNC(=O)CN1CCNCC1	i
118	FC(F)(F)c1ccccc1NC(=S)N/N=C1\CC2CC=CC12 (stereo not drawn)	i
119	[O-][n+]1ccccc1Oc1nnc(-c2ccc(F)cc2)c2ccccc12	i
120	O=C1CCCC(=NCc2ccco2)C1	i

#	compound	PL biosyn Enam
121	O=S(=O)(Oc1ccc2oc3ccccc3c2c1)c1ccc2c(c1)OCCO2	i
122	CC1CCc2c(sc3nc(COC(=O)C45CC6CC(CC(Cl)(C6)C4)C5)[nH]c(=O)c23)C1 (stereo not drawn)	i
123	O=C(CSc1nnnn1C1CC1)NCC1(N2CCOCC2)CCCCC1	i
124	O=C(CCc1ccco1)Nc1nn2cnnc2s1	i
125	NS(=O)(=O)c1cc2c(cc1Cl)NC(c1cccc(Oc3ccccc3)c1)NS2(=O)=O (stereo not drawn)	i
126	CC(C)CCC1(C)NC(=O)N(CC(=O)c2ccc[nH]2)C1=O (stereo not drawn)	i
127	Cc1sc(-n2cccc2)c(C(=O)O)c1C	i
128	COc1cc(-c2nnc(CSc3nc4ccccc4o3)o2)cc(OC)c1OC	i
129	O=c1cc(CO)oc(CN2CCOCC2)c1O	i
130	Cc1cc(C(=O)OCC(=O)N2CCNC2=O)c(C)o1	i
131	Nc1c(C(=O)c2ccc(Cl)s2)sc2c1c(=O)[nH]c(=O)n2Cc1cccs1	i
132	OC1CCCN(Cn2nc(-c3ccccc3)n(-c3ccc(F)cc3F)c2=S)C1 (stereo not drawn)	i

Reformatted with each value named: four of the compounds above
129: O=c1cc(CO)oc(CN2CCOCC2)c1O
  PL biosyn Enam = i
131: Nc1c(C(=O)c2ccc(Cl)s2)sc2c1c(=O)[nH]c(=O)n2Cc1cccs1
  PL biosyn Enam = i
126: CC(C)CCC1(C)NC(=O)N(CC(=O)c2ccc[nH]2)C1=O (stereo not drawn)
  PL biosyn Enam = i
125: NS(=O)(=O)c1cc2c(cc1Cl)NC(c1cccc(Oc3ccccc3)c1)NS2(=O)=O (stereo not drawn)
  PL biosyn Enam = i

The results go on.
#	compound	PL biosyn Enam
133	O=C(c1ccc2c(c1)C(=O)N(CC1CCCO1)C2=O)c1ccc2c(c1)C(=O)N(CC1CCCO1)C2=O (stereo not drawn)	i
134	CN1CCN(Cn2c(=S)oc3ccccc32)CC1	i
135	Nc1ccc(S(=O)(=O)Nc2ccc(Cl)cc2)cc1N	i
136	CCOC(=O)c1c(C)[nH]c(C(=O)COC(=O)c2[nH]c(C)c(C(C)=O)c2C)c1C	i
137	O=C(CSc1ncnc2sccc12)N1N=C(c2cccs2)CC1c1ccco1 (stereo not drawn)	i
138	C(=N\N=C(c1ccccc1)c1ccccc1)/c1cn(-c2cccs2)nc1-c1ccccc1	i
139	CSc1c([P+](c2ccccc2)(c2ccccc2)c2ccccc2)nc(-c2ccccc2)n1C	i
140	CSc1nc(NS(=O)(=O)c2cc(Br)ccc2Br)cc(=O)[nH]1	i
141	CCOC(=O)Cc1csc2nc3sc4c(c3c(=O)n12)CCCC4	i
142	CNC(=O)NC(=O)CN1C(=O)NC2(CCCCC2)C1=O	i
143	O=C(c1cccs1)N1CCN(CN2C(=O)NC3(CCCCCC3)C2=O)CC1	i

Screens as filed in PubChem BioAssay.
